Assay outcomes as filed in PubChem BioAssay.
CHT PAM: allosteric activators of human choline transporter CHT; CHT-expressing cells, membrane potential dye, choline EC20; hits give high values; LV-AA mutant CHT in HEK293 cells; B-score at 10 µM; hit rate 0.49% among 310,000;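 active = initial fluorescence not abnormally high and integrated response B-score, plate-corrected, over 3 SD above library mean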
Target sequence (Q9GZV3 whole entry, looked up): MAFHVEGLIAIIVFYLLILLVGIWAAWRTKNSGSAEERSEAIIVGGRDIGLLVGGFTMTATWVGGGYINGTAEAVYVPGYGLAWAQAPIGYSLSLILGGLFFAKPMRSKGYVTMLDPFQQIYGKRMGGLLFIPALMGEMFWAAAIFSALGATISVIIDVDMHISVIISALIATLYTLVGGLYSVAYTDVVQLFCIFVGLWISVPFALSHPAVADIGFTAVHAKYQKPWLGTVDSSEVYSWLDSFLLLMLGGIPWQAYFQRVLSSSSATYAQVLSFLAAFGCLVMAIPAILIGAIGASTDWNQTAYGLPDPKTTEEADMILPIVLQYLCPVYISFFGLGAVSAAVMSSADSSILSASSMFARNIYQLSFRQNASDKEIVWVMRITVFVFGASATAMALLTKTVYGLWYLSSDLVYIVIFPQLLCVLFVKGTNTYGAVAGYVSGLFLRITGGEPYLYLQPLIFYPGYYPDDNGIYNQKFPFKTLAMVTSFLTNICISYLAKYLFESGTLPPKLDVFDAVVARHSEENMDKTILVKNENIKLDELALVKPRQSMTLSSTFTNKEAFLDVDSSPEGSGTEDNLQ
CHT inh: human CHT choline transport inhibition; CHT-expressing cells, membrane potential dye, choline response; hits give low values; B-score at 10 µM; hit rate 0.86% among 310,000; AID 488975; Q9GZV3;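 active = B-score over 3 SD under the library average, and starting fluorescence ratio not unusually high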;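 also: choline stimulus applied at its EC90 after an EC20 pre-addition; B-score computed on integrated fluorescence ratio after choline addition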
Starred values were filed as active, the others as inactive; i = inactive. Outcome played no part in choosing rows; overall some 1.4% were active at least once.

Value order: CHT PAM, CHT inh
1	Clc1ccc(CN2CCC(Cc3ccccc3)CC2)cc1
    i, i
2	CN(Cc1cccs1)C(=O)CSc1nnnn1C
    i, i
3	CNS(=O)(=O)c1cc(C(=O)OCC(=O)NC2CCCc3ccccc32)ccc1Cl (centres undefined)
    i, i
4	CCN(CC)C(=O)Cn1cnc2sc(C(=O)N3CCN(c4ccc(F)cc4)CC3)c(C)c2c1=O
    i, i
5	CCOC(=O)CN1C(=O)C(=O)c2cc(C)ccc21
    i, i
6	CCC(C)(C)n1nnnc1C(c1ccc2ncccc2c1)N1CCN(c2ccc(O)cc2)CC1 (centres undefined)
    i, i
7	Cc1c(O)c(=O)c2ccccc2n1C
    i, i
8	COC(=O)[C@@H]1C[C@]2(Br)c3ccccc3N(S(=O)(=O)c3ccccc3)[C@@H]2N1C(=O)OC
    i, i
9	COc1cc(C(=O)NCCC(=O)NCc2c(F)cc(F)cc2F)cc(OC)c1OC
    i, i
10	Cc1c(C(=O)c2ccc(Cl)c(Cl)c2)cnc2cc3c(cc12)OCO3
    i, i
11	CCC(=O)N1CCc2cc(Br)cc(S(=O)(=O)N3CCCC(C(=O)O)C3)c21 (centres undefined)
    i, i
12	Cc1nn(Cc2ccccc2)c(C)c1NC(=O)CSc1nc2c(c(C(F)(F)F)n1)CCc1ccccc1-2
    i, i
13	C=C(C)CC(Nc1ccc(OC)cc1)c1ccco1 (centres undefined)
    i, i
14	COc1cc2c(cc1OC)C(c1ccccc1O)NCC2 (centres undefined)
    i, i
15	COc1ccc(S(=O)(=O)Nc2cc3c4c(c2)CC(=O)N4CCC3)cc1
    i, i
16	O=C(CSc1nnc(CCc2ccccc2)n1-c1ccc(Cl)cc1)NCc1ccccc1
    i, i
17	Nc1nc(NCc2ccco2)nc(N2CCCCCC2)c1[N+](=O)[O-]
    i, i
18	O=C(Nc1ccc(Cl)c(Cl)c1)Nc1cc(C(=O)NC2CC2)ccc1Cl
    i, i
19	CCOc1cc(-c2noc(CCCC(N)=O)n2)cc(Br)c1OC
    i, i
20	Nc1nc(-c2ccccn2)nc(N)c1Cc1ccc(Cl)cc1Cl
    i, i

In a second layout: 2 of the compounds above.
cpd	canonical_smiles	CHT PAM	CHT inh
4	CCN(CC)C(=O)Cn1cnc2sc(C(=O)N3CCN(c4ccc(F)cc4)CC3)c(C)c2c1=O	i	i
5	CCOC(=O)CN1C(=O)C(=O)c2cc(C)ccc21	i	i

Next section:
Value order: CHT PAM, CHT inh
21	O=C(NCCN1CCCCC1)c1ccc(=O)oc1
    i, i
22	C=CCNc1nc(Cl)nc(Nc2ccc(OCC)cc2)n1
    i, i
23	Cc1cc(OC(=O)c2ccc(S(=O)(=O)N3CCCCC3)cc2)c([N+](=O)[O-])c(=O)[nH]1
    i, i
24	O=C(COC(=O)/C=C/c1cccc([N+](=O)[O-])c1)NCc1ccco1
    i, i
25	CC1(C)Oc2ccc3ccc(=O)oc3c2-c2cn[nH]c21
    i, i
26	CN(C)CCCNC(=O)c1ccccn1
    i, i
27	O=C(CSc1nccn1-c1cccc(Cl)c1)NO
    i, i
28	O=C1c2cnc3nc(SCc4ccc(Cl)cc4)nn3c2CC2c3ccccc3CCN12 (centres undefined)
    6.95*, i
29	O=C(CCl)Nc1cccc2ncccc12
    i, i
30	Nc1c(C(=O)NCc2ccc3c(c2)OCO3)c2nc3ccccc3nc2n1CCCN1CCOCC1
    7.41*, i
31	CSc1nnc2n(C)c3c(c(=O)n12)C1(CCCC1)Cc1ccccc1-3
    i, i
32	O=C(NCN1CCc2ccccc2C1)c1cnccn1
    i, i
33	CC(=O)NC(CCS(C)(=O)=O)C(=O)Nc1cc(Cl)ccc1Cl (centres undefined)
    i, i
34	C/C=C/CSc1nc2c(c(=O)[nH]c(=O)n2C)n1C(C)C
    i, i
35	Cc1ccc(F)cc1NC(=O)CSCc1nc2sc(C)c(C)c2c(=O)[nH]1
    i, i
36	COc1cccc(C(=O)Nc2cccc(-c3ccc(N4CCOCC4)nn3)c2)c1OC
    i, i
37	COc1cccc(OCc2cc(C(=O)NCc3cnc4ccccn34)no2)c1
    i, i
38	CCCN1C(=O)C(O)(C2CC(=O)CC(C)(C)O2)c2ccccc21 (centres undefined)
    i, i
39	CCOc1ccccc1N(CC(=O)NCc1ccc(OC)cc1)S(C)(=O)=O
    i, i
40	O=C(c1cccs1)N(CC1CCCO1)c1nc(-c2ccccc2)cs1 (centres undefined)
    i, i

Single records (already shown):
COc1cccc(OCc2cc(C(=O)NCc3cnc4ccccn34)no2)c1 across the screens: CHT PAM: i; CHT inh: i
C/C=C/CSc1nc2c(c(=O)[nH]c(=O)n2C)n1C(C)C across the screens: CHT PAM: i; CHT inh: i

An excerpt from above in order of molar mass, high to low:
Value order: CHT PAM, CHT inh
24	O=C(COC(=O)/C=C/c1cccc([N+](=O)[O-])c1)NCc1ccco1
    i, i
21	O=C(NCCN1CCCCC1)c1ccc(=O)oc1
    i, i
29	O=C(CCl)Nc1cccc2ncccc12
    i, i

Next section.
Value order: CHT PAM, CHT inh
41	O=C(O)c1cccc(-n2c(/C=C/c3ccccc3)nc3ccccc3c2=O)c1
    i, i
42	Cc1ccc(NC(=O)CSc2nc(N)cc(N)n2)cc1S(=O)(=O)N1CCOCC1
    i, i
43	CCOC(=O)c1c(-c2ccc(OC)cc2)oc2cc(Br)c(O)cc12
    i, i
44	CC12CCC(=O)N1C(C(=O)NNC(=O)c1cccc(Cl)c1)CS2 (centres undefined)
    i, i
45	COc1cccc(CNc2cccc(C(F)(F)F)c2)c1O
    i, i
46	O=c1ccc2ccccc2n1Cc1cccc(F)c1
    i, i
47	COC(=O)c1ccc(NC(=O)CCN2CCN(CCC(=O)Nc3ccc(C(=O)OC)cc3)CC2)cc1
    i, i
48	COC(=O)C(Cc1ccccc1)NC(=O)CCNC(=O)c1ccc(Br)cc1 (centres undefined)
    i, i
49	Cc1nn(-c2cc(C)c3ccccc3n2)c2c1C1C(C2)C1(C)C (centres undefined)
    i, i
50	COC(=O)[C@@]1(Cc2ccc(F)cc2)[C@H]2c3cc(C(=O)N4CCCC4)n(CCc4ccccn4)c3C[C@H]2CN1C(=O)c1ccccc1
    i, i
51	COc1ccccc1CNC(=O)C(CC(C)C)NS(=O)(=O)c1ccc2c(c1)oc(=O)n2C (centres undefined)
    i, i
52	COC(=O)CC1COc2ccccc2N1C(=O)c1ccc(OC)cc1 (centres undefined)
    i, i
53	COc1ccc(C(C(=O)NC2CCCC2)N(C(=O)c2ccco2)c2cc3c(cc2C(C)=O)OCO3)cc1OC (centres undefined)
    i, i
54	Cc1sc(NC(=O)CN2CCCC2)nc1-c1ccc2c(c1)CCN2C(=O)c1ccc(F)cc1
    i, i
55	O=C(C1CCC1)N(CCc1ccccc1)Cc1nc2ccccc2c(=O)[nH]1
    i, i
56	CCn1c(SCC(=O)n2nc(C)cc2C)nnc1-c1ccc2c(c1)OCO2
    i, i
57	CC(=O)Oc1ccccc1/C=C1\CCOC1=O
    i, i
58	COCCn1c(SCC(=O)Nc2ccccc2C)nc2c(oc3ccccc32)c1=O
    i, i
59	COc1ccc(NC2=Nc3ccccc3N3C2=Nc2c(c(C)nn2-c2ccc(C)cc2)C3c2cccnc2)cc1 (centres undefined)
    i, i
60	O=S(=O)(c1ccccc1)c1nc(-c2ccco2)oc1NCCCn1ccnc1
    i, i
61	CCc1ccc(NC(=S)N2CCN(c3cccc(OC)c3)CC2)cc1
    i, i
62	Cc1ccc(NC(=O)c2c([N+](=O)[O-])cnn2C)cc1C
    i, i
63	CCCN1C(=O)CC(Sc2ncccc2C(=O)O)C1=O (centres undefined)
    i, i
64	O=C(/C=C/c1ccccc1)N1CCN(c2c(Cl)cccc2[N+](=O)[O-])CC1
    i, i
65	CC(C)NC(=S)N=Nc1c(O)[nH]c2ccc([N+](=O)[O-])cc12
    i, i
66	CCOc1ccc(NC(=S)N2CCN(S(C)(=O)=O)CC2)cc1
    i, i
67	C/C=C/c1ccc(OCCCCOc2ccccc2C(C)=O)c(OC)c1
    i, i
68	COCCN1C(=O)N[C@@H](c2cccs2)C(C(=O)OC)=C1C
    i, i
69	COc1ccc(C2/C(=C(/O)c3ccccc3)C(=O)C(=O)N2CC(C)O)c(OC)c1 (centres undefined)
    i, i
70	CCNS(=O)(=O)c1ccc(NC(=O)c2ccccc2OCC)cc1
    i, i
71	Cn1c(CN2CCCCC2)nc2cc(NC(=O)c3cccs3)ccc21
    i, i
72	CCn1c(SCC(=O)Nc2ccc3c(c2)OCO3)nnc1C(C)C
    i, i
73	O=C(Nc1ccncc1)C1CC1c1ccccc1 (centres undefined)
    i, i
74	CC(C)NC(=O)c1ccccc1NC(=O)/C=C/c1cccc([N+](=O)[O-])c1
    i, i
75	COc1ccc(NC(=O)C2CC(=O)n3c(nc4ccccc43)N2)cc1 (centres undefined)
    i, i
76	CC(=O)c1cccc(OCc2cc(C(=O)N3CC4C[C@@H]5CC3C[C@H](C4)C5)no2)c1
    i, i
77	CCc1noc(C)c1C(=O)N(CCOC)c1c(N)n(CC(C)C)c(=O)[nH]c1=O
    i, i
78	Cc1ccc(SCc2nc3ccccc3n2CC(=O)Nc2ccccc2)cc1
    i, i
79	CCNC(=O)NC(=O)c1csc([N+](=O)[O-])c1
    i, i
80	COC(=O)/C(=C\c1cccnc1)NC(=O)c1ccc(OCc2ccccc2)cc1
    i, i
81	CCOC(=O)c1c(C)oc2ccc(O)c(CN(C)C)c12
    i, i
82	O=C(CCN1C(=O)/C(=C/c2cccs2)SC1=S)Nc1ccc(C(=O)O)cc1
    i, i
83	Cc1nc2ccccc2c2nc(N)nn12
    i, i
84	Cc1ccc(S(=O)(=O)N2CCOCC2)cc1C(=O)Nc1ccc(-c2cn3ccsc3n2)cc1
    i, i
85	O=C(c1ccc(Br)s1)N1CCc2ccccc2C1
    i, i
86	Cc1ccc(S(=O)(=O)NCC(C)NC(=O)CN2CCOCC2)cc1 (centres undefined)
    i, i
87	O=C(O)c1ccc(C2Nc3ccccc3C(=O)N2Cc2ccccc2)cc1 (centres undefined)
    i, i
88	Cc1ccc(C(=O)NCC(=O)O)cc1S(=O)(=O)N1CCCCC1
    i, i
89	Cc1ccc(CCNC(=O)C2CCN(S(=O)(=O)N3CCCCC3)CC2)cc1
    i, i
90	COc1cccc2cc(C(=O)NCc3ccc(C)cc3)c(=N)oc12
    i, i
91	COC(=O)C1=C(C)N(C)C(=O)NC1c1ccccc1 (centres undefined)
    i, i
92	COc1ccc(NC(=O)C2CCCN2C(=O)Nc2ccccc2)cc1OC (centres undefined)
    i, i
93	NC(=O)CCN1CCN(C(=O)c2ccc3nc(Cc4cccc(Cl)c4)oc3c2)CC1
    i, i
94	Cc1ccc(CNC(=O)CS(=O)(=O)Cc2nc(-c3ccccc3F)oc2C)cc1
    i, i
95	COC(=O)[C@H]1[C@@H](C)N(Cc2ccccc2)C(=O)N[C@H]1c1ccccc1
    i, i
96	CCc1cc(SC#N)ccc1N
    i, i
97	CCN(c1ccc(NC(=O)CCc2nc3sc4c(c3c(=O)[nH]2)CCCC4)cc1)C(C)C
    i, i
98	C=Cc1ccc(CN2CCCN(Cc3ccc(F)cc3)S2(=O)=O)cc1
    i, i
99	O=S1(=O)C[C@@H](O)[C@@H](Nc2ccccc2)C1
    i, i
100	COc1cc(C(O)P(=O)(OC(C)C)OC(C)C)cc(OC)c1OC (centres undefined)
    i, i

Remaining list, next part
Value order: CHT PAM, CHT inh
101	Cc1cc(NC(=O)Cc2ccccc2)c2ccccc2n1
    i, i
102	Cc1ccc(S(=O)(=O)c2cc3c(=O)n4ccccc4nc3n(C3CCCC3)c2=N)cc1
    i, i
103	CCN(CC)CCCC1(CN)OCCc2ccccc21 (centres undefined)
    i, i
104	CCC(=O)N1c2ccc(S(=O)(=O)NCc3ccccc3)cc2CC1C (centres undefined)
    i, i
105	Cc1cnc(-c2nnc(N(C)C(=O)C3CCCO3)s2)cn1 (centres undefined)
    i, i
106	CN(CC1CCOCC1)C(=O)CC1C(=O)NCCN1C/C=C/c1ccccc1 (centres undefined)
    i, i
107	COc1ccc(CNC(=O)C2CCCN2S(=O)(=O)c2ccc(Cl)cc2)cc1 (centres undefined)
    i, i
108	O=C(NS(=O)(=O)c1ccccc1Cl)c1ccc[nH]1
    i, i
109	CCOc1ccc2nc3sc(C(=O)N4CCOCC4)c(N)c3cc2c1
    i, i
110	CC1CCN(Cc2cc(=O)oc3ccc4ccccc4c23)CC1
    i, i
111	COC(=O)c1ccc(CNCC(O)COc2ccc(-c3ccccc3)cc2)cc1 (centres undefined)
    i, i
112	Nc1ccccc1Nc1cc(-c2ccccc2)nn1-c1ccccc1
    i, i
113	Cc1ccc(NC(=O)c2ccc(OC(=O)COc3ccc(Cl)cc3C)cc2)cc1
    i, i
114	CCc1sc(NC(=O)C(C)C)nc1-c1ccccc1
    i, i
115	CN1CC(=O)N/C1=N\C(=O)Nc1ccc(O)cc1
    i, i
116	CC(C)CCNC(=O)c1ccc2c(SCC(=O)O)c3c(nc2c1)CCCC3
    i, i
117	COc1ccc(CNC(=O)c2ccc(CS(=O)Cc3cccc(Cl)c3)o2)cc1 (centres undefined)
    i, i
118	CCN1CCN(CCNC(=O)C2CCN(Cc3nc(-c4ccc(Cl)cc4)oc3C)CC2)CC1
    i, i
119	COc1ccc(NC(=O)CSc2nnc3ccc(-c4ccncc4)nn23)cc1OC
    i, i
120	S=C(Nc1ccccc1Cl)N1CCCC(c2ccccc2)=N1
    i, i
121	COc1ccc(/C=C2/C(=N)N3N=C(CC(=O)N4CCCC4)SC3=NC2=O)cc1
    i, i
122	O=C(Nc1nccs1)C12CC3CC(C1)CC(C(=O)Nc1nccs1)(C3)C2
    i, i
123	CC(C)Cn1c(O)c(N=NC(=O)c2cccc(S(=O)(=O)N3CCCCC3)c2)c2ccccc21
    i, i
